Source: PubChem (several laboratories)
AGP1-GFP MLPCN: modulators of TOR pathway AGP1-GFP in S. cerevisiae. S. cerevisiae AGP1-GFP multiplex flow cytometry, 3 h; GFP as percent of DMSO wells. GFP response vs DMSO, % at 10 µM. 0.02% of 320,000 active. AID 2066;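 active = GFP response relative to DMSO above a set limit, near screen average plus 3 SD, cut at about 150% in these data; inconclusive = fewer than 70 cells counted for the yeast strain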;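 also: median GFP channel fluorescence of the gated AGP1 strain per well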
GRK2 inh: inhibitors of human GRK2 displacing RNA aptamer. P25098. bead flow cytometry, FAM-aptamer displacement from GRK2. inhibition of aptamer binding, % at 10 µM. 0.59% of 330,000 active;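 active = inhibition of aptamer binding above 40%, roughly 3 SD of noise, on plates passing a quality check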;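 also: median bead fluorescence of bound FAM aptamer so fluorescent compounds give negative values; no value below 0 was filed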
LAP4 TOR yeast: modulators of TOR pathway LAP4-GFP in S. cerevisiae. 0.34% of 320,000 active. AID 2023. S. cerevisiae LAP4-GFP multiplex, flow cytometry GFP, 3 h; median GFP as percent of DMSO wells. GFP response vs DMSO, % at 10 µM;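 active = GFP response vs DMSO above a set limit, about the screen mean plus 3 SD, cut at about 150% in these data; inconclusive = under 70 cell events counted for the yeast strain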
RPL19A TOR yeast: alters RPL19A-GFP fluorescence in TOR pathway yeast screen | S. cerevisiae RPL19A-GFP strain, flow cytometry, 3 h; hits give low values | percent response vs DMSO, % at 10 µM | 0.3% of 330,000 active;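 active = percent response vs DMSO below 50%; inconclusive = fewer than 70 events counted for the yeast strain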;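 also: median channel GFP fluorescence of the barcoded RPL19A-GFP strain; ratio of sample median GFP to plate DMSO average so 100% = DMSO; lower means less RPL19A-GFP as with rapamycin TOR inhibition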
VLA-4 inh: inhibition in a human VLA-4 binding assay | P13612 | VLA-4 expressing cells, ligand binding flow cytometry | inhibition, % (about 7 µM as worked out from the volumes in the protocol) | 0.2% of 330,000 active; in the data active = inhibition above about 50%
Target sequence (P13612 whole entry, looked up): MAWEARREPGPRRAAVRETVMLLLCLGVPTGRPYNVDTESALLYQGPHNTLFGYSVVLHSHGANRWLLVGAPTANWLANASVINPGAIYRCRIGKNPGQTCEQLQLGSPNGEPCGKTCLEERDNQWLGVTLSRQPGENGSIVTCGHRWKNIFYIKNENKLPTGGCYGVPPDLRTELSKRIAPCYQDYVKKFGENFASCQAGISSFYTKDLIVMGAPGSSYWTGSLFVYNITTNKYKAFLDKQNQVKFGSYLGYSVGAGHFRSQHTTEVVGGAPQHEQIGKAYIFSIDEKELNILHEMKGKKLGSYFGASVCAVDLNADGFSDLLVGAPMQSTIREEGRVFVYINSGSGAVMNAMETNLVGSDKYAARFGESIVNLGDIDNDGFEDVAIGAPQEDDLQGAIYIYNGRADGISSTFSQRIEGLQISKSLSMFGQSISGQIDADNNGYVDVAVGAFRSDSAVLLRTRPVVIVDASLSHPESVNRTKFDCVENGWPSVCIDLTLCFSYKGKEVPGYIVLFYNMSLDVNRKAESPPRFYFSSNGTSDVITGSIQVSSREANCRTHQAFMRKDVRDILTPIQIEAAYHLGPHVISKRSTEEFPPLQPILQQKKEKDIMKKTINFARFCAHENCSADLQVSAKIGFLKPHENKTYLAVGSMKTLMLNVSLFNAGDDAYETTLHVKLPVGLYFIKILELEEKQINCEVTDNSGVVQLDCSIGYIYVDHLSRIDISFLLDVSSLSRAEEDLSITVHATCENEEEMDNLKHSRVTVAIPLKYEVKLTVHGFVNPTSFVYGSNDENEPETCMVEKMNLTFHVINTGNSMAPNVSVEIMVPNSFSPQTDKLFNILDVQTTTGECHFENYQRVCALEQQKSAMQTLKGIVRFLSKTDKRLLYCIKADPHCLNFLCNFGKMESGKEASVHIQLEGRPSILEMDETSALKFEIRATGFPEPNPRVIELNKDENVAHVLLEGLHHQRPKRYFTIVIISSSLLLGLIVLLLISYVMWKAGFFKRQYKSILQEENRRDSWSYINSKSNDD
GASC-1 inh: blocks human GASC-1 demethylase activity; inhibition, % at 2.35 µM; Q9H3R0; GST-JMJD2C(1-420) H3K9me3 demethylation, DELFIA europium; 0.069% of 330,000 active;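 active = more than half of a compound's replicate wells show inhibition beyond 50%, single wells judged on their own value; inconclusive = some, but no more than half, of replicates pass 50% inhibition; inactive = no replicate passes 50% inhibition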;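 also: signal counts dimethyl H3K9 product captured on neutravidin plate; 0% = median of DMSO wells and 100% = 0.3 times that DMSO median; strong numbers were not always called active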
CIT2-GFP yeast: yeast TOR pathway CIT2-GFP modulation | S. cerevisiae CIT2-GFP strain, flow cytometry, 3 h; 100 means same as DMSO wells | GFP response vs DMSO, % at 10 µM | 0.065% of 320,000 active;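 active = GFP response relative to DMSO above a set limit, near the screen mean plus 3 SD, cut at about 150% in these data; inconclusive = Fewer than 70 cells measured for a yeast strain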;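 also: ratio of well median GFP fluorescence to mean of DMSO wells on the plate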
MEP2 TOR yeast: modulators of TOR pathway MEP2-GFP in S. cerevisiae; S. cerevisiae MEP2-GFP strain, flow cytometry GFP, 3 h; 100% = DMSO control level; 0.51% of 330,000 active; GFP response vs DMSO, % at 10 µM;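 active = GFP response versus DMSO above a set limit, roughly screen mean plus 3 SD, cut at about 180% in these data; inconclusive = fewer than 70 cells counted for a yeast strain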;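 also: median GFP fluorescence of the barcode-gated MEP2-GFP cells per well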
The depositor's hits bear a star; ? = inconclusive; nt = no result given; [ ] = remark or other dose.

SMILES	AGP1-GFP MLPCN	GRK2 inh	LAP4 TOR yeast	RPL19A TOR yeast	VLA-4 inh	GASC-1 inh	CIT2-GFP yeast	MEP2 TOR yeast
Cc1cccc(NC(=O)CSCC(=O)Nc2cc(Cl)ccc2N2CCOCC2)c1	108.2	0.0	108.7	97.7	10.8	18.9	99.4	97.4
COc1ccc(OC)c(NC(=O)COC(=O)CCC2CCCC2)c1	96.5	0.0	93.1	97.2	-0.8	-0.7	101.7	98.9
CCN(CC)C(=O)CSc1nnc(-c2cnccn2)n1-c1ccccc1	98.9	0.0	96.7	102.8	-4.2	-2.9	95.3	107.0
NS(=O)(=O)c1ccc(NC(=O)CSc2ccccn2)cc1	102.3	2.0	100.3	100.3	8.8	-0.8	101.6	101.0
CC(=O)N(C(C)=O)c1ccc2nc(C)[nH]c(=O)c2c1	93.1	0.0	95.7	94.5	7.8	-1.1	95.3	99.1
Cc1ccc(/C=C/c2ccc(=O)n(Cc3ccccc3Cl)n2)cc1	99.1	1.0	96.2	98.5	-7.8	8.2	97.4	113.1
O=C(O)C1=C[C@H](c2cccs2)C[C@H](OCc2ccc(CO)cc2)O1	91.0	0.0	126.9	106.7	5.9	-3.2	106.7	100.4
NS(=O)(=O)c1cnccc1Oc1cccc(Cl)c1	109.4	1.0	104.6	103.1	-1.4	11.1	95.7	105.1
Cc1cc(/C=C2\SC(=Nc3ccc(F)cc3)NC2=O)c(C)n1-c1ccc(S(N)(=O)=O)cc1	93.0	3.0	103.0	94.3	4.3	-10.6	88.9	123.0
CCc1ccccc1NC(=O)c1cc2sccc2n1C	97.8	5.0	114.5	97.4	11.4	-1.5	85.4	96.8
Cc1nn(Cc2ccccc2Cl)c(C)c1C(=O)NCc1ccco1	113.2	0.0	150.0*	94.9	4.0	-4.1	140.0	201.2*
CNC(=O)c1[nH]cnc1C(=O)NCC(=O)OCc1ccccc1	79.7	4.0	130.3	93.7	19.5	4.9	68.4	97.9
CCCN(CC(=O)Nc1ccccc1C)C(=O)CC(NC(=O)c1ccccc1)c1ccccc1 (stereo not drawn)	111.4	11.0	110.4	107.5	-3.6	5.0	123.3	108.3
CCN1C(=O)C(CC(=O)Nc2ccc(OC)cc2)N(Cc2cccnc2)C1=S (stereo not drawn)	98.4	0.0	97.8	103.3	1.2	-32.1	93.4	101.5
Cc1cc(OCCCCN2C(=O)NC(C)(C)C2=O)cc(C)c1Cl	98.4	1.0	101.1	100.3	1.2	-3.8	97.5	101.4
C[C@H]1CN([C@@H](C)CO)C(=O)Cc2cc(NC(=O)C3CC3)ccc2O[C@H]1CN(C)Cc1ccc(C(=O)O)cc1	96.0	0.0	109.7	93.5	11.8	nt	100.8	95.3
Cc1ccc(NCc2cccnc2)c(Br)c1	105.3	4.0	94.8	105.5	-1.1	7.3	95.0	102.4
CC1CCCCN1C(=O)Cn1cnc2c1c(=O)n(C)c(=O)n2C (stereo not drawn)	104.8	0.0	104.6	112.4	-1.8	3.4	102.5	110.2
Clc1ccccc1OCc1nc(-c2ccc(Br)o2)no1	94.5	0.0	105.5	95.3	0.8	-2.7	96.2	100.6
Nc1ncnc2c1ncn2C1OC(CO)C(O)C1N (stereo not drawn)	97.6	1.0	104.6	98.5	-69.3	-7.0	98.2	105.9

Next section; it opens with the 2 that closed the last part.
SMILES	AGP1-GFP MLPCN	GRK2 inh	LAP4 TOR yeast	RPL19A TOR yeast	VLA-4 inh	GASC-1 inh	CIT2-GFP yeast	MEP2 TOR yeast
Clc1ccccc1OCc1nc(-c2ccc(Br)o2)no1	94.5	0.0	105.5	95.3	0.8	-2.7	96.2	100.6
Nc1ncnc2c1ncn2C1OC(CO)C(O)C1N (stereo not drawn)	97.6	1.0	104.6	98.5	-69.3	-7.0	98.2	105.9
CNC(=S)NNC(=O)c1cccn(Cc2ccccc2)c1=O	100.7	0.0	96.9	96.9	2.4	2.7	101.0	100.9
C[n+]1cccc(/C=N/Nc2nc(Cl)c(C#N)c(Cl)c2Cl)c1	99.8	2.0	100.5	89.6	12.2	0.0	92.3	95.4
O=C(NCc1ccccc1)C1=C[C@@H](c2csc3ccccc23)C[C@@H](OCCCCO)O1	101.1	0.0	103.9	100.3	-10.2	-8.6	93.2	103.5
O=C(COC(=O)c1cc(Cl)ccc1Cl)NC1CCCC1	98.8	6.0	97.3	101.4	3.9	4.2	98.2	108.1
O=C(Cc1ccc(Cl)cc1)Nc1cccnc1	104.5	0.0	92.8	103.1	9.9	-19.7	106.0	98.7
O=C(COC(=O)CNC(=O)c1ccc(Cl)cc1)NC1CCCCCC1	98.5	0.0	92.4	96.3	-1.1	nt	91.7	96.5
CC(C)C(C)NC(=O)CSc1ccc(S(=O)(=O)N2CCOCC2)cn1 (stereo not drawn)	114.5	61.0*	108.7	103.2	6.5	nt	101.1	105.9
CCCN(CCC)c1ncnc2c1cnn2-c1ccc(OC)cc1	96.1	1.0	119.3	98.0	-5.8	-1.0	98.4	99.8
CCC(C)[C@H](NC(=O)NC1CCCc2ccccc21)C(=O)OC (stereo partly drawn)	106.3	0.0	108.0	101.5	5.2	4.0	96.1	105.2
Cc1[nH]n(-c2ccc(Br)cc2)c(=O)c1/C=N/NC(=O)c1ccccc1	98.1	9.0	99.9	106.2	0.6	?	105.3	104.0
CCOc1nc(Oc2cccc(C(=O)O)c2)nc(Oc2cccc(C(=O)O)c2)n1	100.7	0.0	101.5	97.5	5.5	nt	100.5	99.9
COc1ccc(-c2cn3cc(Cl)ccc3n2)cc1OC	89.5	0.0	106.1	91.4	13.0	-2.8	88.3	92.6
CCOC(=O)c1c(NC(=S)Nc2ccc(F)cc2)sc2c1CCC2	94.0	6.0	94.1	91.7	-5.4	0.2	91.2	93.8
CCOC(=O)N1CCN(C(=O)CSc2ccc(-c3cccc(OC)c3)nn2)CC1	106.7	2.0	90.8	98.8	-10.4	nt	96.6	109.3
NC(=O)Nc1ccc(F)cc1	105.1	0.0	102.9	105.7	6.4	-5.8	109.2	103.5
Cc1csc(=O)n1CCC(=O)OCC(=O)Nc1cc(Cl)ccc1[N+](=O)[O-]	101.9	0.0	107.8	101.0	-3.5	4.3	97.3	102.6
c1ccc(Cc2nnc3sc(-c4ccccn4)nn23)cc1	98.9	0.0	98.8	nt	6.0	5.3	102.2	98.8
COc1ccc(C(=O)NCCn2cc(SCC(=O)N3CCOCC3)c3ccccc32)cc1	105.2	2.0	87.3[may fluoresce violet]	95.9	4.3	6.4	?	?
CN(C(=O)c1ccc(-c2nn(C)c(=O)c3ccccc23)cc1)C1CCCCC1	98.7	4.0	101.6	101.2	1.0	20.6	96.3	103.2
N#CCCn1cc(C(N)=O)c(-c2ccc3ccccc3c2)n1	98.7	1.0	93.1	98.1	5.6	-7.3	100.5	104.1
COc1ccc(S(=O)(=O)N2CCCC2CNC(=O)C(=O)NCc2ccc(C)cc2)cc1 (stereo not drawn)	110.0	0.0	117.6	103.5	6.0	-0.6	96.7	99.4
O=C(NCCc1cnc[nH]1)Nc1cccc(C(F)(F)F)c1	88.6	0.0	85.2	94.4	6.7	-8.4	94.9	101.7
CCOc1ncccc1C(=O)Nc1ccc(-c2ccc3nnc(C)n3n2)cc1	98.6	3.0	99.4	93.0	2.2	-1.2	90.0	93.8
O=C(NCN1CCc2ccccc2C1)c1ccccc1	102.7	1.0	96.8	100.0	11.1	-348.8	99.5	103.3
O=C1CC(C(=O)Nc2ccc(Br)cc2)S/C(=N\N=C\c2ccco2)N1 (stereo not drawn)	97.7	0.0	109.1	95.6	-5.5	-2.8	97.2	99.8
Cc1cc(C)n(CC(O)COCc2ccccc2)n1 (stereo not drawn)	99.4	3.0	97.5	101.9	6.4	-1.9	101.4	104.8
CN(O)/C=C1\C(=O)Nc2ccccc21	nt	1.0	103.6	100.0	2.0	-3.1	108.3	112.1
COc1ccc(NC(=O)c2cnn3c(C(F)(F)F)cc(-c4ccco4)nc23)cc1OC	27.1[may fluoresce violet]	0.0	85.0[may fluoresce violet]	nt	-7.7	2.2	?	250.1*[may fluoresce violet]
Cc1cccc(N2C(=O)C3CCC(c4ccccc4)CC3C2=O)c1 (stereo not drawn)	96.4	0.0	105.9	99.5	0.0	18.0	89.3	104.8
COc1cccc(NC(=O)CN(C)C(=O)c2ccccc2-c2nc3ccccc3s2)c1	103.4	0.0	112.0	99.8	25.2	-11.1	93.7	101.9
Cc1cc(C(=O)COc2cccnc2[N+](=O)[O-])c(C)n1-c1ccccc1	103.8	2.0	95.5	99.9	15.9	-19.4	102.5	101.6
CCC1(CC)C(=O)NC(=O)NC1=NCCc1ccc(O)cc1	103.8	1.0	98.1	101.9	4.0	-10.5	106.0	103.3
CC(C)c1ccc(N(CC(=O)N2CCOCC2)S(C)(=O)=O)cc1	98.8	0.0	97.8	102.7	-2.4	3.9	102.9	107.2
CCOc1ccc(S(=O)(=O)NC(C)C(=O)NCc2ccccn2)cc1 (stereo not drawn)	102.0	1.0	105.2	96.7	0.0	-0.7	103.5	100.6
Nn1c(COc2ccccc2F)nnc1SCC(=O)NC1CCCCC1	104.3	0.0	100.4	101.6	31.5	-8.1	108.9	107.7
O=S(=O)(O)c1cc(O)ccc1O	91.2	1.0	100.7	100.8	10.5	1.5	100.3	92.5
COc1ccc(C2CCCN2C(=S)Nc2cccc(C)c2)cc1OC (stereo not drawn)	97.6	0.0	98.1	98.1	1.4	12.4	88.5	100.8
O=C1CN(C(=O)NCC(=O)N[C@@H](Cc2ccccc2)C(=O)O)c2ccccc2N1	102.9	5.0	106.4	105.6	7.6	0.0	100.6	100.0
CCOC(=O)Cn1cnc(-c2ccc([N+](=O)[O-])cc2)c1	108.8	0.0	101.3	105.5	2.7	21.0	115.3	100.1
CCOc1cc(S(=O)(=O)n2ccnc2)ccc1Cl	98.1	1.0	94.8	95.6	-2.7	0.1	89.3	93.9

LAP4 TOR yeast, what is marked active above
SMILES	AGP1-GFP MLPCN	GRK2 inh	LAP4 TOR yeast	RPL19A TOR yeast	VLA-4 inh	GASC-1 inh	CIT2-GFP yeast	MEP2 TOR yeast
Cc1nn(Cc2ccccc2Cl)c(C)c1C(=O)NCc1ccco1	113.2	0.0	150.0*	94.9	4.0	-4.1	140.0	201.2*

Further compounds
SMILES	AGP1-GFP MLPCN	GRK2 inh	LAP4 TOR yeast	RPL19A TOR yeast	VLA-4 inh	GASC-1 inh	CIT2-GFP yeast	MEP2 TOR yeast
CC(C)(C)c1ccc(OCc2ccc(C(=O)N/N=C3\CC4CC=CC34)cc2)cc1 (stereo not drawn)	103.8	1.0	98.9	102.5	17.8	1.3	98.3	103.5
CCN[C@H]1CN(CCCOC)S(=O)(=O)c2sc(S(N)(=O)=O)cc21	80.8	1.0	101.5	90.2	33.5	nt	81.2	84.3
COc1cc(/C=N/NC(=O)c2ccc(O)cc2)ccc1Oc1ccc([N+](=O)[O-])cn1	109.7	0.0	89.5	109.0	-2.2	8.1	107.4	110.8
CCN(CC)S(=O)(=O)c1cc(NC(=O)NCCCl)ccc1C	101.9	0.0	101.4	96.4	-1.7	17.6	88.9	99.1
CCc1ccc2nc(Nc3ccc(OC)cc3OC)c(C#N)cc2c1	102.5	3.0	107.6	96.4	-14.6	18.7	99.7	96.7
CCC(=O)N1CCN(c2ccccc2NC(=O)c2ccc([N+](=O)[O-])o2)CC1	95.3	0.0	100.4	103.7	5.4	5.4	96.4	96.4
CN(CCC#N)C(=O)COC(=O)c1c2c(nc3ccccc13)/C(=C/c1ccco1)CC2	84.0	8.0	101.6	90.6	-48.9	8.3	83.6	92.1
CC1=C(C(=O)OCC2CCCO2)C(c2cccc(C(F)(F)F)c2)C2=C(CC(c3ccco3)CC2=O)N1 (stereo not drawn)	103.7	1.0	100.6	99.6	8.3	-13.4	102.7	108.7
